Tau ThT inhib: inhibitors of human tau fibril formation, thioflavin T binding; P10636; recombinant tau K18 P301L, heparin-induced fibrillization, ThT fluorescence; Potency, µM (series often up to 57.4 µM), for inactives: top-dose activity, negative = inhibition, actives largely listed as inhibitors; actives 2.1% (n = 270,000); note: % is set by controls: 0 for no effect and ±100 for the full control effect; nearly all actives have a fitted effect of over 55% in size
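Aggregation was driven by heparin (20 uM final) acting on recombinant tau […] bearing P301L in 100 mM sodium acetate pH 7; fibrils were detected with Thioflavin T.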
TR SRC2 fluor cs: alters Texas Red total fluorescence, flagging assay interference | Potency, µM (titrated, usually from 106 µM), inactives show at the highest dose fluorescence change, negative = quenching | TRb/SRC2 Texas Red total fluorescence interference | actives 0.29% (n = 280,000); active = well fitted curve in either direction with a large enough effect; inconclusive = small, poorly fitted or top-dose-only effect; note: % is set by controls: 0 for no effect and ±100 for the full control effect
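Human TRb ligand-binding domain at 0.6 uM with 20 nM Texas Red SRC2 peptide in Tris buffer containing 1 uM T3 and 5% DMSO, incubated with compound 5 h at ambient temperature. Total fluorescence (555/632 nm) calculated as parallel + 2 × perpendicular.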
RECQ1 inh: inhibitors of human RECQ1 DNA helicase | P46063 | RECQ1 DNA unwinding, red fluorescence kinetic read | Potency, µM (titrated, usually from 57.3 µM), for inactives: top-dose activity, negative = inhibition, hits mostly inhibitors | actives 0.54% (n = 240,000);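 note: plate controls were vehicle for no effect and no enzyme for full effect; nearly all actives have a fitted effect of over 30% in size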
Target sequence (P46063 whole entry, looked up): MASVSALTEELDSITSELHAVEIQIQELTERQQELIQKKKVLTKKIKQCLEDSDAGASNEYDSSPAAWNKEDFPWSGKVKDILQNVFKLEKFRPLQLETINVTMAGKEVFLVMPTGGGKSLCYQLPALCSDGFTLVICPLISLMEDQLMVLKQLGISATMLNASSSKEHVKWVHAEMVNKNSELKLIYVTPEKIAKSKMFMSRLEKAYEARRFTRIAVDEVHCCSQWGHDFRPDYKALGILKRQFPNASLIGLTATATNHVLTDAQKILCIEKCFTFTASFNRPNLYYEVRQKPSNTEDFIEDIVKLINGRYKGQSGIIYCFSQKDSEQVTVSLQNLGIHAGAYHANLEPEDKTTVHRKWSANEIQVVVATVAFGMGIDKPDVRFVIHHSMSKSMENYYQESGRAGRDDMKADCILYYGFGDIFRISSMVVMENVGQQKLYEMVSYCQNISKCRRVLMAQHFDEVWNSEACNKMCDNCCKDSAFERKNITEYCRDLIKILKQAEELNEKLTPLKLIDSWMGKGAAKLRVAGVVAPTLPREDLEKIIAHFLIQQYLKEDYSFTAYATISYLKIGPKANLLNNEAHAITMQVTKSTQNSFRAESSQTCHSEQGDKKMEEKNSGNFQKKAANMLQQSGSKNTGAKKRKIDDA
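RECQ1T1 50 nM; forked duplex (20 bp + 30-nt ss tails) 200 nM, ATP 2 mM final; pH 8.0, 2 mM MgCl2, 2.5 ug/ml poly(dI-dC); 15 min compound preincubation; discontinuous kinetic read over 2 h at RT.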
HTT ATP protect: cytoprotection in Huntington HTT-Q103 PC12 cell model; PC12 HTT-Q103 induced, cytoprotection, ATP luminescence, 40 h; Potency, µM (doses to about 56.4 µM), without a hit: cytoprotection (ATP increase), most hits filed as activators; actives 0.14% (n = 230,000); AID 1471;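 note: % of control where 0% means no effect; nearly all actives have a fitted effect of over 45% in size; toxic huntingtin expression switched on by the ecdysone agonist tebufenozide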
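Compounds added alongside 100 nM tebufenozide, which induces toxic Q103 huntingtin exon 1-GFP in stable PC12 cells; surviving cells quantified by luminescent ATP measurement. Medium: phenol red-free DMEM, 5% equine and 5% calf serum.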
Tau fibril FP: tau fibrillization inhibition (FP); K18 P301L tau heparin fibrillization, Alexa594 FP, 6 h; Potency, µM (top dose mostly 57.7 µM), inactives show top-dose activity, negative = inhibition, hits mostly inhibitors; actives 0.39% (n = 280,000); note: % is set by controls: 0 for no effect and ±100 for the full control effect; nearly all actives have a fitted effect of over 55% in size
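Heparin (20 uM) drove fibril formation of recombinant tau K18 P301L, 15 uM unlabeled with 0.24 uM Alexa 594 label, for 6 hr at 37 C in 100 mM sodium acetate pH 7. Fluorescence polarization (555/632 nm) read 1 hr after 30 uM ThT.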
Tau fluor cs: counter-screen for tau fibril formation inhibitors | tau K18 P301L Alexa594 fluorescence, heparin fibrillization | Potency, µM (highest dose often 57.7 µM), for inactives: top-dose activity change, negative = decrease | actives 0.93% (n = 280,000); note: % is set by controls: 0 for no effect and ±100 for the full control effect; nearly all actives have a fitted effect of over 55% in size
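Human tau K18 P301L (15 uM unlabeled, 0.24 uM Alexa 594-labeled) in 100 mM sodium acetate pH 7 with 20 uM heparin, 6 hr at 37 C. ThT 30 uM added, 1 hr ambient; Alexa 594 FP and total fluorescence read at 555/632 nm.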
TRb-SRC2 inh: TRbeta-SRC2 interaction inhibition; P10828; TRbeta-SRC2 peptide binding, fluorescence polarization; receptor liganded with 1 µM T3; Potency, µM (highest dose often 106 µM), inactives show top-dose activity change, negative = inhibition, actives largely listed as inhibitors; actives 0.065% (n = 280,000); AID 1469;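 note: plate controls were bound peptide for no effect and peptide without receptor for full effect; nearly all actives have a fitted effect of over 50% in size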
Target sequence (P10828 whole entry, looked up): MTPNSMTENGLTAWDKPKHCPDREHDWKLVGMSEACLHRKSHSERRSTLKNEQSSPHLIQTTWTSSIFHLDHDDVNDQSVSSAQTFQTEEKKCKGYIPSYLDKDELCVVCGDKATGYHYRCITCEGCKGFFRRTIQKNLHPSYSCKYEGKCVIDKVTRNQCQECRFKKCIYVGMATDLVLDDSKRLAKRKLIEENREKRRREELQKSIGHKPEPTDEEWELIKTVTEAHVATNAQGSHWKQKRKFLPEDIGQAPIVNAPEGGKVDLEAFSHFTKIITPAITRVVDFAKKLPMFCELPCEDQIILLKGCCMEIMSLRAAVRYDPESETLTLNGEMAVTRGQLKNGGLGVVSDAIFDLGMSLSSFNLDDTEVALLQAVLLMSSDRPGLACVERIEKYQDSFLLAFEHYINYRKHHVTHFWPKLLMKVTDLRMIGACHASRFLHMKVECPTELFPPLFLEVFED
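Binding of a 20-amino-acid Texas Red SRC2 peptide (20 nM) to TRb ligand-binding domain (0.6 uM) with agonist T3 at 1 uM was followed by fluorescence polarization after a 5 hr room-temperature incubation.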
L3MBTL1 block: inhibitors of human L3MBTL1 | Q9Y468 | AlphaScreen L3MBTL1–H3K9me1 peptide binding | Potency, µM (top dose mostly 57.1 µM), for inactives: at the top dose activity, negative = inhibition, most hits filed as inhibitors | actives 0.66% (n = 230,000); note: % is set by controls: 0 for no effect and ±100 for the full control effect; nearly all actives have a fitted effect of over 60% in size
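L3MBTL1 50 nM + b-AHA-H3(1-15)K9me1 75 nM, 30 min RT; compound added, 30 min RT; streptavidin donor/Ni-chelate acceptor beads 10 ug/mL each final, 30 min RT dark; AlphaScreen read.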
The depositor's hits bear a star; i = inactive; ? = inconclusive; nt = not tested or not shown; & = joins results of further samples; [ ] = remark or other dose. Unless noted, calls come from the whole dose curve; as a rule, active = well fitted curve in the direction sought with a large enough effect; inconclusive = small, poorly fitted or top-dose-only effect, or another doubt; inactive = no such curve, though single readings can be large; an effect the other way counts as inactive or inconclusive. Potency is the fitted concentration of half-maximal effect. The list is partial. The share of hits here may be higher or lower than overall.

SMILES	Tau ThT inhib	TR SRC2 fluor cs	RECQ1 inh	HTT ATP protect	Tau fibril FP	Tau fluor cs	TRb-SRC2 inh	L3MBTL1 block
CCC(Sc1nc(N)cc(=O)[nH]1)C(=O)Nc1cc(C)on1 (configuration not stated)	-11%	-4%	i	4%[10 µM]	-1%	-8%	2%	10%
N#Cc1ccc(C(=O)Nc2ccc(N3CCN(C(=O)c4ccco4)CC3)cc2)c(F)c1	1µM*	1%	-7%	-26%	-1%	-17%	1%	-3%
CC1(C)Cc2nc3sc(C(N)=O)c(N)c3cc2CO1	-16%	0%	-2%	-17%[10 µM]	2%	-13%	5%	5%
C=C1C[C@]23C[C@@]1(O)CC[C@H]2[C@@]12C=C[C@H](O)[C@@](C)(C(=O)O1)[C@H]2[C@@H]3C(=O)O	nt	-1%	-3%	-8%	nt	nt	1%	4%&5%
Cc1ccc(-c2nnc(NCc3nc4ccccc4[nH]3)c3ccccc23)cc1S(=O)(=O)N1CCOCC1	2%	-12%	-9%	-19%[10 µM]	-13%	?	10%	-16%
N#Cc1nc(COc2ccc(F)cc2)oc1N1CCCCC1	11%	2%	i	nt	1%	13%	3%	?
Cc1cccc(C)c1NC(=O)CCN1C(=O)C2C3CCC(C3)C2C1=O (configuration not stated)	-3%	1%	14%	-11%	1%	0%	5%	2%
CC(=O)N1CCN(CCN=CC2=C(O)CC(C)(C)CC2=O)CC1	-3%	2%	-1%	-7%	1%	2%	-2%	nt
O=c1cc(N2CCCCC2)c(-c2ccccc2)n[nH]1	-8%	-2%	-1%	-13%	0%	-4%	0%	nt
COc1ccc(NS(=O)(=O)c2ccc(NC(=O)C(CCSC)NC(N)=O)cc2)cc1 (configuration not stated)	6%	-5%	0%	17%[10 µM]	?	-10%	-1%	nt

Reformatted as a markdown table: entries from further up
| Compound | Tau ThT inhib | TR SRC2 fluor cs | RECQ1 inh | HTT ATP protect | Tau fibril FP | Tau fluor cs | TRb-SRC2 inh | L3MBTL1 block |
| --- | --- | --- | --- | --- | --- | --- | --- | --- |
| Cc1ccc(-c2nnc(NCc3nc4ccccc4[nH]3)c3ccccc23)cc1S(=O)(=O)N1CCOCC1 | 2% | -12% | -9% | -19%[10 µM] | -13% | ? | 10% | -16% |
| N#Cc1nc(COc2ccc(F)cc2)oc1N1CCCCC1 | 11% | 2% | i | nt | 1% | 13% | 3% | ? |
| Cc1cccc(C)c1NC(=O)CCN1C(=O)C2C3CCC(C3)C2C1=O (configuration not stated) | -3% | 1% | 14% | -11% | 1% | 0% | 5% | 2% |
| CC(=O)N1CCN(CCN=CC2=C(O)CC(C)(C)CC2=O)CC1 | -3% | 2% | -1% | -7% | 1% | 2% | -2% | nt |
| O=c1cc(N2CCCCC2)c(-c2ccccc2)n[nH]1 | -8% | -2% | -1% | -13% | 0% | -4% | 0% | nt |
| COc1ccc(NS(=O)(=O)c2ccc(NC(=O)C(CCSC)NC(N)=O)cc2)cc1 (configuration not stated) | 6% | -5% | 0% | 17%[10 µM] | ? | -10% | -1% | nt |

Additional structures
SMILES	Tau ThT inhib	TR SRC2 fluor cs	RECQ1 inh	HTT ATP protect	Tau fibril FP	Tau fluor cs	TRb-SRC2 inh	L3MBTL1 block
O=C(COc1ccc(Cl)cc1[N+](=O)[O-])N1CCCCC1	-9%	1%	21%	-29%	-1%	-10%	5%	-3%
CC(C)CC(=O)Nc1ccc(Nc2ccccc2)cc1	7%	-4%	16%	-2%[10 µM]	10%	-2%	-2%	-4%
COc1ccc(C[C@H]2CN3C(=NC[C@@H]3Cc3ccc(O)cc3)N2CCNC(=O)c2ccc(C)c(Br)c2)cc1	-18%	0%	-13%	-19%[10 µM]	2%	-20%	-1%	-1%
CNC(=S)N/N=C/c1ccc(-c2ccc(C(=O)O)cc2)o1	?	-7%	i	-1%[10 µM]	-3%	-9%	4%	?
COC(=O)C1=C(C)N(c2ccc(C(=O)OC)cc2)C(=O)C1	-17%	0%	0%	5%[0.074 µM]	10%	0%	2%	-5%
O=C(c1cnn(-c2nc3ccccc3s2)c1)c1ccccc1O	?	-3%	14%	-5%[4.97 µM]	?	?	5%	1%
Cc1cccc(NC(=S)NCCc2c[nH]c3ccccc23)c1	?	-1%	9%	9%[10 µM]	?	?	0%	-4%
COc1ccc2cc(C#N)c(SCC(=O)N3CCCC3)nc2c1	-13%	-3%	-3%	3%[10 µM]	-2%	-1%	-9%	-2%
O=C(Nc1ccc(Cl)cc1)N(Cc1nc2ccccc2c(=O)[nH]1)Cc1cccs1	-6%	6%	-7%	-17%[10 µM]	?	?	6%	-2%
Cc1cccc(OCc2n(CC(=O)OC3CC(C)CCC3C(C)C)c3ccccc3[n+]2C)c1 (configuration not stated)	?	2%	i	-70%[inhibitor][10 µM]	-3%	-20%	-1%	-8%
CC(OC(=O)c1cccc(NS(C)(=O)=O)c1)C(=O)Nc1ccc(N2CCOCC2)cc1 (configuration not stated)	-19%	-2%	-5%	-23%	15%	-20%	-8%	-12%
O=C(c1cccs1)N(Cc1ccccn1)Cc1ccco1	-7%	-1%	-16%	-1%	10%	-1%	3%	-4%
CCCn1c(SC(C(=O)Nc2cccc(OC)c2)c2ccccc2)nc2ccccc2c1=O (configuration not stated)	2%	1%	i	-1%[10 µM]	-11%	-11%	6%	14%
COc1ccccc1N1CCN(C(=O)CN2C(=O)COc3ccc(S(=O)(=O)N4CCCCCC4)cc32)CC1	-8%	0%	nt	nt	9%	-5%	-3%	nt
N#Cc1c(N)n(CCNC(=O)c2cccs2)c2nc3ccccc3nc12	?	-3%	6%	8%	-14%	-21%	?	nt
CC(C)Oc1ccc(CNC(=O)C2CCN(C(=O)N3CC(C)Oc4ccccc43)CC2)cc1 (configuration not stated)	-3%	-34%	nt	nt	-5%	-9%	2%	nt
CC(CCCc1ccccc1)NC(=O)c1nn(-c2ccc(Cl)cc2)nc1CO (configuration not stated)	-8%	0%	nt	nt	-2%	-12%	8%	nt
Cc1nc(CNS(=O)(=O)c2cc(C)c(C)cc2C)cs1	2%	-2%	-2%	6%[10 µM]	-3%	5%	8%	22%
Fc1ccc(-n2nnc(-c3ccnc4ccccc34)n2)cc1	?	0%	?	-11%[10 µM]	-3%	-11%	-2%	11%
CC(OC(=O)c1c2c(nc3ccccc13)/C(=C\c1ccc3c(c1)OCO3)CCC2)C(=O)Nc1ccc(S(N)(=O)=O)cc1 (configuration not stated)	?	-2%	1%	25%[10 µM]	-7%	?	8%	18%
O=c1[nH]cnc2c([N+](=O)[O-])cccc12	-4%	1%	i	-11%	-2%	-2%	-9%	nt
O=C(Cn1cc(C(=O)c2ccco2)c2ccccc21)NC1CCCCC1	4%	-1%	-5%	?	6%	-1%	-1%	nt
CCCCC(C=O)CC (configuration not stated)	nt	0%	-4%	1%	nt	nt	-3%	nt
COc1ccc(/C=C/C(=O)O)cc1S(=O)(=O)NC1CCS(=O)(=O)C1 (configuration not stated)	11%	-3%	i	nt	-1%	3%	-8%	?
CCOCCCNC(=O)c1cc2c(=O)n3ccccc3nc2s1	-11%	-3%	nt	nt	7%	-9%	3%	nt
O=C(NCCCN1CCOCC1)c1cc(-c2ccc(Br)cc2)on1	-10%	1%	i	-20%	-1%	-10%	-15%	1%
CCOc1cccc(C(=O)Nc2ccc3oc(-c4ccncc4)nc3c2)c1	?	2%	nt	nt	-5%	-16%	-2%	nt
COc1ccccc1-c1nnc(SCC(=O)NCc2cccs2)n1N	-4%	-2%	-7%	-9%	0%	0%	3%	4%
CCCCCC(=O)Nc1cccc(C2=NOC3(C2)C[C@@H](C(N)=O)N(C(=O)c2ccc(Cl)cc2)C3)c1 (some centres not stated)	-1%	-1%	i	-7%[10 µM]	6%	-10%	-11%	nt
CCc1c(C)nc2nc(-c3ccccc3)nn2c1NCc1ccc(C)cc1	?	-1%	nt	nt	-1%	-11%	-7%	nt
CCCC1=Nc2cc(C(=O)NC3CCCC3)ccc2Sc2ccc(C)cc21	-6%	-1%	nt	nt	6%	-4%	2%	nt
COc1ccc2nc(SCc3nc(N)nc(Nc4ccccc4)n3)[nH]c2c1	?	-6%	-4%	-21%	-6%	?	-3%	-1%
C=CCOC(=O)C1=C[C@H](c2csc3ccccc23)[C@@H](CCCO)[C@H](OCC)O1	?	-1%	-15%	-36%[10 µM]	1%	-5%	-8%	51%[activator]
COc1cccc(-c2ccc3c(N)c(C(=O)c4ccc(Br)cc4)sc3n2)c1	4.5µM*	-4%	nt	nt	?	2.5µM*[quencher]	1%	nt
Nc1ncc(S(=O)(=O)N2CCN(c3ccccc3)CC2)cn1	5%	0.0056µM*[quencher]	nt	nt	1%	6%	-19%	nt
O=S(=O)(c1cc(Cl)ccc1Cl)n1nnc2ccccc21	-4%	-3%	-2%	19%	1%	2%	-13%	1%
COC(=O)c1c(N)c2ccccc2[nH]c1=O	-9%	3%	i	-14%	5%	1%	2%	nt
O=C(NCc1ccco1)c1c[nH]c2ccc(S(=O)(=O)Nc3ccc(F)cc3F)cc2c1=O	-7%	0%	nt	nt	?	?	1%	nt

Part of the list above, showing only Tau fluor cs, TR SRC2 fluor cs and Tau fibril FP.
Compound | Tau fluor cs | TR SRC2 fluor cs | Tau fibril FP
C=CCOC(=O)C1=C[C@H](c2csc3ccccc23)[C@@H](CCCO)[C@H](OCC)O1 | -5% | -1% | 1%
COc1cccc(-c2ccc3c(N)c(C(=O)c4ccc(Br)cc4)sc3n2)c1 | 2.5µM*[quencher] | -4% | ?
Nc1ncc(S(=O)(=O)N2CCN(c3ccccc3)CC2)cn1 | 6% | 0.0056µM*[quencher] | 1%
O=S(=O)(c1cc(Cl)ccc1Cl)n1nnc2ccccc21 | 2% | -3% | 1%

Assay outcomes (PubChem BioAssay)
